MEKK3 PB1 HTS = modulators (inhibitors or enhancers) of MEK5 binding to human MEKK3 PB1 domain; bead-based flow cytometry, Alexa488-MEK5 binding to MEKK3; actives lie on both sides; 0 = blocked by unlabeled MEK5, 100 = vehicle; binding response (% of control), % at 10 µM; actives 1.4% (n = 290,000); AID 1529;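 active means binding response more than 3 SD above or below the average of its plate-row segment, actives on both sides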;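 further: Alexa488 bead fluorescence after subtracting the streptavidin-only scavenger bead signal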
Target sequence (Q99759 whole entry, looked up, the tested form may be a part): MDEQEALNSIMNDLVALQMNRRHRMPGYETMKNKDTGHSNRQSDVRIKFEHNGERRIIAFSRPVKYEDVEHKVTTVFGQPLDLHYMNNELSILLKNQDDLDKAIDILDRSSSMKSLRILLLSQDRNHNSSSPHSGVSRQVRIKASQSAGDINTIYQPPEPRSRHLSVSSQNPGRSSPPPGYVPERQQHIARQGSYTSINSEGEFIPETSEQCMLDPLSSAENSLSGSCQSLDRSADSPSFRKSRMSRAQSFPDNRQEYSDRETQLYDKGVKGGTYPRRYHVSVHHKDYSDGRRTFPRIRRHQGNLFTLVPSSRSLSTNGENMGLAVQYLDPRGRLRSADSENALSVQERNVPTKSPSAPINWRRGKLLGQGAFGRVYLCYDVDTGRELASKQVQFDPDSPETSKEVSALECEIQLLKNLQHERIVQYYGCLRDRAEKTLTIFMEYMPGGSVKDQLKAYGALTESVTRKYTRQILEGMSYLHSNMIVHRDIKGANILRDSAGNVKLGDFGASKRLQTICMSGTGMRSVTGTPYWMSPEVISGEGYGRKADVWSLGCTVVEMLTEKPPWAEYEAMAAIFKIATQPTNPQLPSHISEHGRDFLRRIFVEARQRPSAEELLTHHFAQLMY
NALP1 yeast inh = NALP1 inhibition; S. cerevisiae NALP1/ASC/caspase-1 growth, X-gal OD620, 72 h; actives 0.61% (n = 280,000); inhibition, % at 10 µM; in the data active means inhibition mostly above about 24%, no sharp cut-off; inactive means mostly below about 32%; further: some compounds called inactive have numbers as strong as hits
IDE act = boosts human insulin-degrading enzyme activity in HEK cells; P14735; FAbeta-B cleavage, fluorescence polarization; 0% vehicle, 100% cell-free pure enzyme wells; activation, % at 5.96 µM; actives 0.073% (n = 340,000); AID 493087;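 active means activation above the mean of all tested compounds plus 3 SD, set per screening campaign, cut at about 17% in these data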
MEKK2mut PB1 HTS = signal of MEK5 binding to mutant human MEKK2 PB1 domain | bead flow cytometry, Alexa488-MEK5 binding to MEKK2 mutant | percent response, % at 10 µM | actives 0.35% (n = 290,000) | AID 1530; in the data active means percent response above about 24%, passing the limit was not always enough; further: inactives centre near 1; some results filed as inactive read as strong as hits; reference of the scale not given here
MEKK2wt PB1 HTS = raises or lowers MEK5 binding to wildtype human MEKK2 PB1 domain; bead flow cytometry, Alexa488-MEK5 binding to MEKK2 WT; actives lie on both sides; AID 1531; binding response (% of control), % at 10 µM; actives 1.1% (n = 290,000); in the data active means binding response below about 67% or above about 130%
p-CIP stab down = compounds decreasing mouse p/CIP protein stability; F442A p/CIP-EGFP cells, EGFP fluorescence, 16 h; actives 0.01% (n = 290,000); decrease of EGFP signal, % at 10 µM;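 active means EGFP signal decrease of at least 30% at 10 µM or well 3 SD below plate mean, unless failing retest; inactive means the rest, including hits failing retest or dose response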; further: some compounds called inactive have numbers as strong as hits; many of its hits are not listed in these tables
IDE cell inh = inhibits human insulin-degrading enzyme in HEK cells | P14735 | FAbetaB cleavage, fluorescence polarization | inhibition, % at 5.59 µM | actives 0.41% (n = 320,000) | AID 434962;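 active means percent inhibition above the average of all tested compounds plus 3 SD, set per screening campaign, cut at about 16% in these data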;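 further: IDE supplied by intact live HEK cells; FP after avidin binding of uncleaved biotin substrate so inhibition keeps polarization high; 0% = DMSO wells and 100% = 60 µM reference IDE inhibitor Ii1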
M18AAP inhibitor = PfM18AAP enzyme inhibition; recombinant PfM18AAP, H-Glu-NHMec fluorogenic cleavage; inhibition, % at 7.35 µM; actives 1.2% (n = 290,000);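 active means inhibition above the campaign mean inhibition over all tested compounds plus 3 SD, cut at about 28% in these data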;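 further: 0% = plate median of test compound wells and 100% = 2 mM ZnCl2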
SUMO HTRF inh = SUMOylation inhibition; AID 2006; actives 0.36% (n = 290,000); inhibition, % at 35 µM; HTRF SUMOylation assay, SAE1/SAE2 + UBC9, in vitro; P63279; in the data active means inhibition above about 50%, passing the limit was not always enough; further: strong numbers were not always called active
Target sequence (P63279 whole entry, looked up): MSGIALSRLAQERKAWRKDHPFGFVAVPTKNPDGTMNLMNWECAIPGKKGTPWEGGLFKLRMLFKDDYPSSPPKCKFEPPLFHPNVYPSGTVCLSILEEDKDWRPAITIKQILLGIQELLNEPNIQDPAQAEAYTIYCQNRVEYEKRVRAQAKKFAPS
Numbers without * were called inactive; . = no result given; [ ] = remark or other dose. This is a subset; rates above refer to the full screens.

1	CC1Sc2ccc(S(=O)(=O)CCC(=O)NCc3ccccc3)cc2NC1=O (stereo not drawn)
2	COc1cc(OC)c(NC(=S)NCc2ccccc2)cc1Cl
3	Cc1cc2ncn(C(=O)c3c(-c4ccccc4Cl)noc3C)c2cc1C
4	CC(C)Nc1cc(C(F)(F)F)nc(-c2ccccn2)n1
5	Cc1ccc(S(=O)(=O)N2CCN(C(=O)c3ccc(N4CCCCC4)c([N+](=O)[O-])c3)CC2)cc1
6	Cc1nc(NC(=O)CCC(=O)O)sc1C(=O)N(C)C
7	CC(C)(C)c1ccc(S(=O)(=O)O/N=C2/CCCCC2c2ccc([N+](=O)[O-])cc2[N+](=O)[O-])cc1 (stereo not drawn)
8	COc1ccc(NC(=O)C2CCN(S(=O)(=O)c3cccc4nonc34)CC2)c(OC)c1

compound no.	1	2	3	4	5	6	7	8
MEKK3 PB1 HTS	106	105	98	103	101	.	103	97
NALP1 yeast inh	-10	10	13	3	12	8	4	4
IDE act	4	5	-3	1	8	0	0	2
MEKK2mut PB1 HTS	8	8	-2	-1	-3	.	0	-2
MEKK2wt PB1 HTS	102	99	100	102	99	.	98	98
p-CIP stab down	-10	3	-2	4	2	-9	-10	2
IDE cell inh	-2	-1	-4	0	-4	7	-8	1
M18AAP inhibitor	0	7	-4	-7	1	4	38*	3
SUMO HTRF inh	10	-18	5	17	-17	-9	12	-19

9	CCNc1nc2[nH]c(=O)c3c(c2s1)OC(N)=C(C#N)C3c1ccc(C)cc1 (stereo not drawn)
10	Cc1ccccc1NC(=O)CSc1nc2c(c(=O)n(C)c(=O)n2C)n1C
11	Nc1ccc2c(c1)C(=O)N(c1cccc3ccccc13)C2=O
12	N#Cc1cccc(NC(=O)CSc2sc3c(O)cc(=O)[nH]c3c2C#N)c1
13	O=C(NC1=NCCS1)C1COc2ccccc2O1 (stereo not drawn)
14	CC(=O)Nc1ccc(NC(=O)CSc2nnc(-c3ccco3)o2)cc1
15	COC(=O)c1ccccc1NC(=O)/C=N/O
16	Cc1nn(C)c(Cl)c1NC(=O)OCc1ccc(Cl)cc1Cl

compound no.	9	10	11	12	13	14	15	16
MEKK3 PB1 HTS	113	101	110	102	1.0*[inhibitor]	129*	.	.
NALP1 yeast inh	0	-5	23	1	-2	2	-7	-14
IDE act	-2	4	0	1	0	-2	9	-4
MEKK2mut PB1 HTS	21	6	8	5	-8	1	.	.
MEKK2wt PB1 HTS	115	105	111	97	-1.0*[inhibitor]	112	.	.
p-CIP stab down	-21	-12	-2	-4	-13	-6	-2	5
IDE cell inh	-3	2	5	2	2	-3	5	1
M18AAP inhibitor	2	-2	-3	13	-1	4	8	-4
SUMO HTRF inh	-6	20	29	10	16	8	2	-12

17	Cc1cccc(C(=O)O/N=C(\N)Cc2cccc3ccccc23)c1
18	CS(=O)(=O)NCCSc1nnnn1-c1ccccc1
19	Cc1ccc(CNc2nc3ccccc3s2)s1
20	O=C(Nc1ccc(F)cc1F)c1ccc2c(c1)[nH]c(=O)n2Cc1ccc(F)cc1
21	Cc1ccc(-n2ncc(C(=O)Nc3cc(Cl)ccc3C)c2C2CCNCC2)cc1C
22	O=C(c1cncs1)N1CCCC(CNS(=O)(=O)c2cccs2)C1 (stereo not drawn)
23	Cc1ccc(S(=O)(=O)N2Cc3ccccc3CC2C(=O)NC(C)(C)C)cc1 (stereo not drawn)
24	CCOc1cc(NC(=O)CCl)c(OCC)cc1NC(=O)CCl

compound no.	17	18	19	20	21	22	23	24
MEKK3 PB1 HTS	98	102	105	98	99	100	99	116
NALP1 yeast inh	32	12	3	0	25	-2	17	.
IDE act	6	4	2	3	-2	-3	6	1
MEKK2mut PB1 HTS	-5	3	4	1	-2	-2	0	4
MEKK2wt PB1 HTS	95	101	104	91	101	95	96	114
p-CIP stab down	16	-5	-2	-16	-19	2	-18	-8
IDE cell inh	4	-3	-4	7	-3	-1	3	1
M18AAP inhibitor	-1	13	4	-2	-2	-4	-5	3
SUMO HTRF inh	6	2	-12	5	-6	3	9	26

25	COc1ccccc1CNC(=O)CSc1nc2ccccc2c(=O)n1CCCN1CCOCC1
26	O=C(c1cccc(Cl)c1)N1CCC(=O)N(C(CO)Cc2ccccc2)CC1 (stereo not drawn)
27	CCOC(=O)c1nc(Nc2ccc(C(C)=O)cc2)c2ccccc2n1
28	COc1ccc(CCNC(=O)CCS(=O)(=O)c2ccc3c(c2)NC(=O)C(C)S3)cc1OC (stereo not drawn)
29	COC(=O)c1ccccc1Oc1ccc(NC(=O)c2ccco2)cc1
30	O=[N+]([O-])c1ccc(-c2nn(-c3ccccc3)cc2/C=N/n2c(-c3ccncc3)n[nH]c2=S)cc1
31	CCN(CC)S(=O)(=O)c1c(Br)cc(C)cc1Br
32	O=C(Nc1ccccc1C(=O)NCc1ccco1)NC1CCCCC1

compound no.	25	26	27	28	29	30	31	32
MEKK3 PB1 HTS	101	103	99	102	102	93	104	103
NALP1 yeast inh	-11	.	22	-24	12	.	-7	13
IDE act	2	0	4	2	3	4	2	1
MEKK2mut PB1 HTS	2	2	1	4	6	-16	3	0
MEKK2wt PB1 HTS	101	105	99	98	106	95	107	105
p-CIP stab down	-14	.	-3	-11	9	-12	1	-16
IDE cell inh	-1	-3	2	3	4	1	9	5
M18AAP inhibitor	2	.	4	4	4	4	2	-2
SUMO HTRF inh	16	.	21	2	9	-5	13	14

33	O=C1NC(=S)S/C1=C1\Sc2ccccc2N1CCCS(=O)(=O)O
34	CCOC(=O)c1ccccc1NC(=O)CSc1ccccc1
35	COc1ccc(OCC(=O)Nc2cc(OC)ccc2N2CCCCC2)cc1
36	COc1ccc(-c2c(C)c3ccc(OCC(C)=O)cc3oc2=O)cc1
37	O=C(c1cc(S(=O)(=O)N2CCCCC2)ccc1Cl)N1CCOCC1
38	Cc1ccc(O)c(C(CC(=O)NC(C)C)c2ccccc2)c1 (stereo not drawn)
39	O=C(c1ccco1)N1CCN(S(=O)(=O)c2ccc3c(c2)CCN3C(=O)C2CC2)CC1
40	O=S(=O)(c1ccc(F)cc1)N1CCN(c2ncccn2)CC1

compound no.	33	34	35	36	37	38	39	40
MEKK3 PB1 HTS	100	111	101	86	97	103	103	134*
NALP1 yeast inh	-16	-74	2	2	10	-6	17	.
IDE act	1	-1	4	.	3	-1	7	1
MEKK2mut PB1 HTS	1	13	5	-5	-4	0	5	28
MEKK2wt PB1 HTS	100	96	103	96	97	99	101	118
p-CIP stab down	-3	-34	3	8	-8	0	-8	-10
IDE cell inh	-7	3	-4	-3	-1	0	0	2
M18AAP inhibitor	12	2	1	0	-5	-4	-8	-1
SUMO HTRF inh	-13	0	-2	32	-9	-4	18	26

Compounds shown so far with a cyano group:
9	CCNc1nc2[nH]c(=O)c3c(c2s1)OC(N)=C(C#N)C3c1ccc(C)cc1 (stereo not drawn)
12	N#Cc1cccc(NC(=O)CSc2sc3c(O)cc(=O)[nH]c3c2C#N)c1

compound no.	9	12
MEKK3 PB1 HTS	113	102
NALP1 yeast inh	0	1
IDE act	-2	1
MEKK2mut PB1 HTS	21	5
MEKK2wt PB1 HTS	115	97
p-CIP stab down	-21	-4
IDE cell inh	-3	2
M18AAP inhibitor	2	13
SUMO HTRF inh	-6	10

(listing goes on)
41	COC(=O)c1cn(NC(=O)C2CCCO2)c(=O)c2ccccc12 (stereo not drawn)
42	C=CCN(CC=C)C(=O)Cc1ccc(F)cc1
43	Cc1cc(C(F)(F)F)c(C#N)c(SCC(=O)NC(C)(C)C)n1
44	COc1ccc(NC(=O)N2C3CCCC2CC(NC(=O)c2ccccc2)C3)cc1 (stereo not drawn)
45	O=C(Nc1cccc([N+](=O)[O-])c1)N1CCN(c2ccccc2)CC1
46	O=C(NCC(c1cccs1)N1CCOCC1)c1ccc(Cl)s1 (stereo not drawn)
47	Cc1ccc(NC(=O)CCn2cccc2)cc1C
48	O=C(CCn1c(=O)c2ccccc2n(Cc2ccccc2)c1=O)NCc1ccc2c(c1)OCO2

compound no.	41	42	43	44	45	46	47	48
MEKK3 PB1 HTS	117	102	95	100	97	97	96	.
NALP1 yeast inh	13	-18	23	5	26	-8	24	3
IDE act	3	6	6	1	-19	1	5	6
MEKK2mut PB1 HTS	6	3	-7	4	-3	1	-5	.
MEKK2wt PB1 HTS	102	104	93	105	92	96	90	.
p-CIP stab down	2	-1	-13	-16	1	6	1	7
IDE cell inh	0	0	1	-12	0	-1	-4	1
M18AAP inhibitor	3	14	-10	-10	0	-9	1	4
SUMO HTRF inh	-17	-13	27	11	24	13	-1	25

The final 3 entries of the section above open the next one.
46	O=C(NCC(c1cccs1)N1CCOCC1)c1ccc(Cl)s1 (stereo not drawn)
47	Cc1ccc(NC(=O)CCn2cccc2)cc1C
48	O=C(CCn1c(=O)c2ccccc2n(Cc2ccccc2)c1=O)NCc1ccc2c(c1)OCO2
49	O=[N+]([O-])c1cc([N+](=O)[O-])c(Oc2c(F)cccc2F)cc1NN1CCCCC1
50	COCCn1c(SCC(=O)NC2CC2)nnc1-c1ccco1
51	COc1cc(C(=O)Nc2cccc(-c3cn4cccnc4n3)c2)cc(OC)c1OC
52	O=C(Nc1nc(-c2cccnc2)cs1)c1cccc([N+](=O)[O-])c1
53	Cc1ccc(Nc2nc(N)c([N+](=O)[O-])c(N3CCC(C)CC3)n2)cc1C
54	Cc1c(C(=O)Nc2cccc(-c3nnc4n3CCCCC4)c2)oc2ccccc12
55	O=C1NC2(C=Cc3c(ccc4ccccc34)O2)Oc2ccccc21 (stereo not drawn)

compound no.	46	47	48	49	50	51	52	53	54	55
MEKK3 PB1 HTS	97	96	.	89	99	101	97	101	99	2.0*[inhibitor]
NALP1 yeast inh	-8	24	3	16	8	11	19	26	3	22
IDE act	1	5	6	3	0	2	-1	5	-38	-1
MEKK2mut PB1 HTS	1	-5	.	-9	-3	2	-11	-2	11	-17
MEKK2wt PB1 HTS	96	90	.	83	99	101	86	99	108	2.0*[inhibitor]
p-CIP stab down	6	1	7	-3	-15	-3	0	-10	3	4
IDE cell inh	-1	-4	1	1	5	2	-2	3	17*	7
M18AAP inhibitor	-9	1	4	-18	10	-3	-6	-10	-8	0
SUMO HTRF inh	13	-1	25	4	14	12	12	-20	6	0
